TrxR1 inh: qHTS Assay for Inhibitors of Mammalian Selenoprotein Thioredoxin Reductase 1 (TrxR1): qHTS; recombinant rTrxR1, NADPH fluorescence consumption, selenite substrate; Thioredoxin reductase 1, cytoplasmic (Rattus norvegicus), O89049; actives 1% (n = 390,000); Potency, µM (titrated, usually from 114 µM), for inactives: at the highest dose activity change, negative = inhibition, actives largely listed as inhibitors; AID 588453, 2011; further: potency means the concentration at half of the fitted maximal effect; on the % scale 0 is the no-effect control and ±100 the full control effect; nearly all actives have a fitted effect of over 65% in size
Target sequence (O89049 whole entry, looked up): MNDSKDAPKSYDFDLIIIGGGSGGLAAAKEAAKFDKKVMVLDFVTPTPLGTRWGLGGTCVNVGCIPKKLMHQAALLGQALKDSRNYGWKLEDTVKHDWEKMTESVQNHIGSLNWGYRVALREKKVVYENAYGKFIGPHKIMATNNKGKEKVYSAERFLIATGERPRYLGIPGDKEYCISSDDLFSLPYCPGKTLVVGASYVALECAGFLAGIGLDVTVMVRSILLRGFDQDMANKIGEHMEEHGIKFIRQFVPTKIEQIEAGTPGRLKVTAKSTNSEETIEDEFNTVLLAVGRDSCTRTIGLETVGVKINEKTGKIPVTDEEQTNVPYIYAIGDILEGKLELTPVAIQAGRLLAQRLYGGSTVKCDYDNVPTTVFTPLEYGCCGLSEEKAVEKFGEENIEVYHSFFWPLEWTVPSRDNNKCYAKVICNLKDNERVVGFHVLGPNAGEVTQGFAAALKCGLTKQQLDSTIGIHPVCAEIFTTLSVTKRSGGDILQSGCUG
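Rat TrxR1 (90 nM in the dispensed reagent) was pre-reduced with 400 uM NADPH for 5 min at room temperature, then incubated with compound for 15 min. After 400 uM selenite was added, NADPH fluorescence (Ex 340/Em 450 nm) was followed for 8 min.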
TRHR ag: qHTS for Small Molecule Agonists and Allosteric Enhancers of Human TRH Receptor: Primary Screen for Agonists. Thyrotropin-releasing hormone receptor (Homo sapiens), P34981. TRHR cells, calcium flux fluo-8, FDSS agonist mode. activation, % at 2 µM. actives 0.18% (n = 360,000). AID 493084, 2011; in the data active means activation above about 30%; further: 0% is about no effect
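TRHR-expressing cells loaded with fluo-8 calcium dye; 23 nL library compound pin-transferred, kinetic FDSS fluorescence (Ex 480/Em 530) recorded about 180 s for agonist-induced calcium release, before a 10 nM TRH EC20 addition for potentiator mode.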
TRHR enhancer: qHTS for Small Molecule Agonists and Allosteric Enhancers of Human TRH Receptor: Primary Screen for Enhancers. actives 0.66% (n = 360,000). enhancement, % at 2 µM. TRHR cells, fluo-8 calcium fluorescence, EC20 TRH enhancement. Thyrotropin-releasing hormone receptor (Homo sapiens), P34981; in the data active means enhancement above about 30%; further: 0% is about no effect
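Enhancer read-out: after compound pinning and an initial kinetic agonist-mode read, an EC20 of TRH (10 nM final) was injected and fluo-8 calcium signal (Ex 480/Em 530) followed at 1 s/cycle for 100 cycles in TRHR-expressing cells.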
D2 antag: HTS Assay for Allosteric Antagonists of the Human D2 Dopamine Receptor: Primary Screen for Antagonists; D(2) dopamine receptor (Homo sapiens), P14416; HEK293 TREx D2 cells, calcium flux, dopamine EC80; inhibition, % at 10 µM; actives 2% (n = 340,000); AID 485344, 2010; in the data active means inhibition above about 30%; further: 0% is about no effect
Target sequence (P14416 whole entry, looked up): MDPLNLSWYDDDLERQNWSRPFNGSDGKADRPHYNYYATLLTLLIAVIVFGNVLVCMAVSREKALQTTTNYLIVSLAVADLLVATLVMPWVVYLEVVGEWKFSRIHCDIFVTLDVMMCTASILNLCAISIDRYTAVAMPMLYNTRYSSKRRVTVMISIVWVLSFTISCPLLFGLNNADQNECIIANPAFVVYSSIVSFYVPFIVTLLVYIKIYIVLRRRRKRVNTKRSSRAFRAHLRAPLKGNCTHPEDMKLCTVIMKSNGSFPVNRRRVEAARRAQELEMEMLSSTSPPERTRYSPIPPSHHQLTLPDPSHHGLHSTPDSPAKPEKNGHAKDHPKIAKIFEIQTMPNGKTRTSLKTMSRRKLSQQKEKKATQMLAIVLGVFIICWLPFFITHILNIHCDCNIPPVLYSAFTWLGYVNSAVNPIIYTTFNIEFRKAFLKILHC
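Tetracycline-induced HEK293 TREx cells expressing D2 receptor forced-coupled to calcium signalling, loaded with no-wash calcium dye. Compounds added and calcium flux read 180 s, then dopamine added at EC80 and read a further 180 s.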
IDH1 R132H inh: qHTS for Inhibitors of mutant isocitrate dehydrogenase 1 (IDH1): qHTS; IDH1-R132H enzyme, NADPH consumption, diaphorase/resazurin fluorescence; Potency, µM (top dose mostly 76.6 µM), for the others: at the highest dose activity change, negative = inhibition, actives largely listed as inhibitors; actives 0.093% (n = 390,000); AID 602179, 2012; further: potency means the concentration at half of the fitted maximal effect; on the % scale 0 is the no-effect control and ±100 the full control effect; nearly all actives have a fitted effect of over 65% in size
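IDH1-R132H (0.5 ug/mL dispensed) in pH 7.5 Tris buffer was preincubated 30 min with compound, then given a substrate mix of 0.016 mM NADPH and 2 mM alpha-KG for 80 min at room temperature; remaining NADPH was read by diaphorase/resazurin fluorescence.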
PI4K2A block: qHTS for small molecular inhibitors of PI4K2A | actives 0.13% (n = 420,000) | Phosphatidylinositol 4-kinase type 2-alpha (Homo sapiens), Q9BTU6 | activity change, negative = inhibition, % at 76.9 µM | purified PI4K2A, ADP-Glo luminescence, 1 h; active compounds read low | AID 1346378, 2018; in the data active means activity change below about -50%; inconclusive means mostly about -30% to -49%;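 further: -100% = wells without enzyme as full effect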
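Compounds are screened against recombinant PI4K2A using PI as substrate and ATP, the latter dispensed at 300 microM. Reactions run one hour at ambient temperature before ADP-Glo detection; full inhibition defined by wells lacking enzyme.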
USP1-UAF1 inh: Inhibitors of USP1/UAF1: Primary Screen | Ubiquitin carboxyl-terminal hydrolase 1 (Homo sapiens), O94782 | recombinant USP1/UAF1, Ub-Rhodamine cleavage fluorescence | Potency, µM (top dose mostly 57.1 µM), for the others: at the highest dose activity change, negative = inhibition, usual class: inhibitors | actives 0.23% (n = 390,000); further: potency means the concentration at half of the fitted maximal effect; on the % scale 0 is the no-effect control and ±100 the full control effect; nearly all actives have a fitted effect of over 60% in size; inactives centre near -12
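USP1/UAF1 complex (1 nM) preincubated 15 min at room temperature with compound, then Ub-Rho substrate (150 nM final) added. Kinetic fluorescence at 480/540 nm over 6 reads at 60 s intervals; 50 mM HEPES pH 7.8, 0.5 mM EDTA, 0.1 mg/ml BSA, 1 mM TCEP, 0.01% Tween-20.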
TrxR1 substrate: qHTS Assay for Substrates of Mammalian Selenoprotein Thioredoxin Reductase 1 (TrxR1): qHTS; Thioredoxin reductase 1, cytoplasmic (Rattus norvegicus), O89049; purified TrxR1 substrate turnover, NADPH consumption readout; Potency, µM (doses to about 114 µM), for the others: top-dose activity change, negative = substrate turnover; actives 0.01% (n = 390,000); further: potency means the concentration at half of the fitted maximal effect; on the % scale 0 is the no-effect control and ±100 the full control effect; nearly all actives have a fitted effect of over 50% in size
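Rat TrxR1, dispensed at 90 nM, was prereduced with 400 uM NADPH (final) for 5 min at ~22 deg C, then incubated with compound 15 min before 400 uM selenite. A first-read NADPH fluorescence drop versus no-compound background flagged substrates.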
D2 agonist: HTS Assay for Allosteric Agonists of the Human D2 Dopamine Receptor: Primary Screen for Agonists; AID 485358, 2010; actives 0.53% (n = 340,000); D(2) dopamine receptor (Homo sapiens), P14416; activation, % at 2 µM; HEK293 T-REx D2 cells, calcium flux agonist mode;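 active means activation over 3 SD above normal in the single-dose calcium agonist read, cut at about 30% in these data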; further: 0% is about no effect
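Agonism scored from kinetic calcium signal (1 read/sec, 180 s) following compound pin transfer, after a 10 s baseline. Cells: HEK293 Trex line expressing inducible D2 receptor coupled to calcium, dye-loaded after overnight culture at 30 C.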
The depositor's hits bear a star; ? = inconclusive; nt = not tested or not shown; [ ] = remark or other dose. Unless noted, the call rests on the fitted dose curve; in most records, active means well fitted inhibition curve with a large enough effect; inconclusive means small, poorly fitted or top-dose-only effect; inactive means no such curve, though single readings can be large or run the other way.

# | compound | D2 antag | TRHR ag | PI4K2A block | TRHR enhancer | TrxR1 inh | D2 agonist | IDH1 R132H inh | TrxR1 substrate | USP1-UAF1 inh
1 | O=C(N/N=C/c1cccs1)c1ccc2c(c1)OCO2 | 8 | -0.6 | -4 | -8 | -14% | -0.2 | 2% | -17% | -18%
2 | COC(=O)CN1C(=O)N/C(=C/c2ccc(OC)cc2)C1=O | -3 | 4.0 | -2 | 2 | 32%[57.1 µM] | 23 | 5% | -8%[57.1 µM] | -18%
3 | CC1=C(C(=O)Nc2ccc(C)cc2C)C(c2ccc(C)o2)NC(=O)N1 (stereo unspecified) | -5 | 0.1 | -3 | -2 | 0% | 1.5 | 2% | 11%[57.1 µM] | -14%
4 | CCCCc1ccc(NC(=O)CSc2nc3ccccc3nc2N2CCCCC2)cc1 | nt | 0.7 | -3 | -7 | 19% | -0.1 | 23% | 5% | -17%
5 | O=C(O)c1nn(-c2ccccc2)c(-c2ccccc2)c1C(=O)c1ccccc1 | -3 | -0.1 | -5 | -1 | ? | -0.7 | 1% | -4%[57.1 µM] | -9%
6 | CCOc1ccc(NC(=O)C2CCCN(S(=O)(=O)c3ccc4c(c3)CCCN4C(C)=O)C2)cc1 (stereo unspecified) | -2 | -1.5 | 1 | -3 | -32% | 0.5 | -29% | -15% | -11%
7 | Cc1cc(C)cc(NC(=S)N(CCN2CCCCC2)Cc2ccco2)c1 | -19 | 0.3 | 3 | -3 | 12%[57.1 µM] | -0.4 | 9% | 6%[57.1 µM] | 1%
8 | Cc1cc(C)c(NC(=O)CNC(=O)COC(=O)Cc2cccs2)c(C)c1 | 4 | -0.2 | -4 | -5 | 3% | -0.2 | 3% | -3% | -2%
9 | Cc1cc(C)nc(N2C(=O)CC(C(C)c3ccccc3)C2=O)n1 (stereo unspecified) | 15 | 0.8 | -5 | -1 | 31%[57.1 µM] | -0.2 | 4% | 13%[57.1 µM] | -10%
10 | COc1ccc(CNC(=O)C2CCCN(S(=O)(=O)N3CCC(C)CC3)C2)c(OC)c1 (stereo unspecified) | -13 | -0.7 | -4 | 0 | 19% | -0.2 | 0% | 3% | -24%
11 | CC1(C)Cc2c(c(-c3ccccc3)nc3[nH][nH]c(=O)c23)CO1 | 15 | 0.6 | -1 | 3 | -1% | 0.3 | -2% | 8%[57.1 µM] | -10%
12 | CC(/C=N/NC(=O)c1cc(-c2cccn2C)n[nH]1)=C\c1ccccc1 | -17 | -0.8 | 2 | 2 | 25%[57.1 µM] | -1.2 | 4% | -5% | -9%
13 | O=C(COC(=O)c1cc(S(=O)(=O)N2CCOCC2)ccc1Cl)NCc1ccccc1 | nt | nt | 5 | nt | -8% | nt | 6% | -8% | -12%
14 | CSc1ncc(C(=O)Nc2cccc(C)c2C)c(C)n1 | -21 | -0.2 | -10 | 3 | -3% | 0.1 | -7% | -1% | -2%
15 | CN1CCN(C(=O)c2cnn(-c3ccccc3)c2NC(=O)c2ccccc2Cl)CC1 | -3 | 0.3 | 2 | 8 | 5% | 0.8 | -3% | -5% | -3%

By substructure, the entries above containing an aryl methoxy group (two)
# | compound | D2 antag | TRHR ag | PI4K2A block | TRHR enhancer | TrxR1 inh | D2 agonist | IDH1 R132H inh | TrxR1 substrate | USP1-UAF1 inh
2 | COC(=O)CN1C(=O)N/C(=C/c2ccc(OC)cc2)C1=O | -3 | 4.0 | -2 | 2 | 32%[57.1 µM] | 23 | 5% | -8%[57.1 µM] | -18%
10 | COc1ccc(CNC(=O)C2CCCN(S(=O)(=O)N3CCC(C)CC3)C2)c(OC)c1 (stereo unspecified) | -13 | -0.7 | -4 | 0 | 19% | -0.2 | 0% | 3% | -24%

The listing continues.
# | compound | D2 antag | TRHR ag | PI4K2A block | TRHR enhancer | TrxR1 inh | D2 agonist | IDH1 R132H inh | TrxR1 substrate | USP1-UAF1 inh
16 | CS(=O)(=O)O/N=C1\CCCCC1c1ccc([N+](=O)[O-])cc1[N+](=O)[O-] (stereo unspecified) | 4 | -0.2 | -8 | -4 | ? | 1.1 | 7% | 10% | -33%
17 | Cc1ccc(-n2ncc(C(=O)N3CCN(C4CCCCC4)CC3)c2C2CCN(C(=O)OC(C)(C)C)CC2)cc1C | nt | -0.4 | 2 | -4 | 9% | 0.6 | 4% | 1% | -5%
18 | Cc1noc(C)c1CSc1nnc(-c2ccncc2)n1-c1cccc(Cl)c1C | -4 | -1.6 | 4 | -2 | 21% | -1.6 | 0% | 6% | -2%
19 | ClC(/C=N/n1cnnc1)=C/c1ccccc1 | 8 | 1.1 | 11 | 4 | -4% | 0.8 | 5% | -5% | -15%
20 | CCC1CN(C(=O)N2CCC(C(=O)NCCN(C)C)CC2)c2ccccc2O1 (stereo unspecified) | nt | -0.2 | -2 | 15 | 22% | -1.6 | -2% | 6% | -23%
21 | O=C(NCCc1ccccc1F)C(=O)Nc1nccs1 | -5 | 0.4 | 12 | 3 | 0% | 0.2 | -1% | 11% | -3%
22 | O=c1[nH][nH]c(-c2ccccc2)c1-c1ccccc1 | nt | nt | -4 | nt | 36%[activator] | nt | -1% | 12% | -10%
23 | Cc1cc(C)c(OCC(=O)Nc2nc3ccccc3[nH]2)c(C)c1 | -5 | 2.8 | -1 | -2 | 20% | 3.2 | 1% | 8% | -16%
24 | O=C(Cc1cccc([N+](=O)[O-])c1)Nc1ccc(C(=O)N2CCCCC2)cc1 | nt | nt | 0 | nt | 15% | nt | 11% | 6% | -29%
25 | C[C@@H](NC(=O)[C@@H]1Cc2ccccc2CN1)C(=O)NC1CCCC1 | 10 | 0.3 | 0 | -2 | 23% | -0.9 | 5% | 6% | -24%
26 | COC(=O)c1sc2nc(C)c([N+](=O)[O-])c(C)c2c1N | -6 | 1.3 | -5 | -3 | -6% | 1.8 | -1% | -6% | -5%
27 | COc1ccc(C2SCCN2S(=O)(=O)c2ccccc2)cc1 (stereo unspecified) | 6 | 0.2 | -4 | -6 | 8%[57.1 µM] | 0.1 | 14% | 4%[57.1 µM] | -7%
28 | CC(=O)c1cc2cc(O)ccc2o1 | -10 | 0.4 | 8 | 8 | 210%[activator][57.1 µM] | 0.7 | -2% | nt | -1%
29 | O=C(COC(=O)/C=C/c1ccc(OC(F)F)cc1)NC1CCCCC1 | -19 | -0.2 | 6 | 8 | -2% | -0.3 | 0% | -1% | -13%
30 | Cc1[nH]nc(-c2ccc(O)c(C)c2O)c1-c1cnn(-c2ccccc2)c1 | 2 | -0.7 | -5 | -1 | -1% | -0.2 | -1% | -11% | -11%

Carrying on:
# | compound | D2 antag | TRHR ag | PI4K2A block | TRHR enhancer | TrxR1 inh | D2 agonist | IDH1 R132H inh | TrxR1 substrate | USP1-UAF1 inh
31 | Cc1ccc2nc(C)c(C(=O)NN=C3CCCCCC3)n2c1 | -8 | 0.9 | -7 | -2 | 0% | 0.8 | -19% | -5% | 4%
32 | c1ccc(-c2cn(C[C@H]3CC[C@H](Cn4cc(-c5ccccn5)nn4)O3)nn2)nc1 | -10 | 0.7 | 6 | -1 | 27% | -0.3 | 1% | 5% | -18%
33 | Cc1cc(Oc2ccc(OCC(N)=O)nn2)nc(Cl)n1 | -1 | 0.5 | 2 | -3 | 17% | 0.6 | -7% | -2% | -15%
34 | C/C(=N\NC(=O)c1ccc(Cl)cc1)c1cccs1 | -10 | -0.4 | -21 | -5 | 3%[57.1 µM] | 0.7 | 18% | -2%[57.1 µM] | -6%
35 | Cc1ccc(N2C(=O)CC(Sc3ncccn3)C2=O)cc1C (stereo unspecified) | 1 | 0.2 | -2 | 6 | 2% | -0.3 | 17% | 4% | -11%
36 | Fc1ccc2c(c1)c1n[nH]c(=S)nc1n2CCc1ccccc1 | 25 | -1.9 | -6 | 7 | -14% | -1.6 | 0% | 2% | -21%
37 | Nc1ccc(Cl)c(S(=O)(=O)Nc2cccc(Cl)c2)c1 | 4 | 1.0 | 0 | 1 | 17% | 0.3 | 1% | -2% | -26%
38 | COc1ccc(C2C(C(=O)O)CC(=O)N2c2ccc(OC)cc2)cc1 (stereo unspecified) | -3 | 0.1 | 3 | 4 | 5% | 0.3 | -3% | 0% | -16%
39 | C=CCN1C(=O)c2ccc(C(=O)OCC(=O)N(C)C3CCCCC3)cc2C1=O | -2 | -0.1 | 0 | -2 | ? | 1.5 | -6% | -8%[57.1 µM] | -9%

Complete entries from above:
Record of C/C(=N\NC(=O)c1ccc(Cl)cc1)c1cccs1 = D2 antag = -10; TRHR ag = -0.4; PI4K2A block = -21; TRHR enhancer = -5; TrxR1 inh = 3%[57.1 µM]; D2 agonist = 0.7; IDH1 R132H inh = 18%; TrxR1 substrate = -2%[57.1 µM]; USP1-UAF1 inh = -6%
Record of Cc1[nH]nc(-c2ccc(O)c(C)c2O)c1-c1cnn(-c2ccccc2)c1 = D2 antag = 2; TRHR ag = -0.7; PI4K2A block = -5; TRHR enhancer = -1; TrxR1 inh = -1%; D2 agonist = -0.2; IDH1 R132H inh = -1%; TrxR1 substrate = -11%; USP1-UAF1 inh = -11%

Source: PubChem (National Center for Advancing Translational Sciences (NCATS))

Compounds were not picked by outcome; any-hit rate near 3.9%.
